# HSF-1 act – increases HSF-1 driven luciferase reporter signal; NIH3T3-HGL HSF-1 luciferase reporter, MG132, 8 h; 100% = twice DMSO control signal; activation, % at 9 µM; 300,000 tested, 1.7% active; AID 504408;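 active = mean replicate activation of at least 50% with a set share of replicates each reaching 50%; inconclusive = only one of those two conditions met; inactive = mean below 50% and too few replicates reaching it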;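 note: 0% = median of the neutral control wells and 100% = twice that signal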
# Platelet DG rel – modulates dense granule release in human platelets; human platelet-rich plasma, SFLLRN dense granule ATP release, luminescence; inhibition, %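 (compounds screened at 7.5 µM in platelet-rich plasma)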; 300,000 tested, 0.22% active;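 active = mean replicate score, as percent of positive control, at or above 50; inconclusive = mean below 50 but at least one replicate at or above 50; inactive = mean and every replicate below 50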
# HDAC3 inhib – inhibitors of human histone deacetylase 3. O15379. recombinant HDAC3, fluorogenic peptide/trypsin coupled, fluorescence. inhibition, % at 8.3 µM. 320,000 tested, 0.15% active; in the data active = inhibition above about 26%, passing the limit was not always enough; inconclusive = no clear call, values can overlap the other calls
# Target sequence (O15379 whole entry, looked up): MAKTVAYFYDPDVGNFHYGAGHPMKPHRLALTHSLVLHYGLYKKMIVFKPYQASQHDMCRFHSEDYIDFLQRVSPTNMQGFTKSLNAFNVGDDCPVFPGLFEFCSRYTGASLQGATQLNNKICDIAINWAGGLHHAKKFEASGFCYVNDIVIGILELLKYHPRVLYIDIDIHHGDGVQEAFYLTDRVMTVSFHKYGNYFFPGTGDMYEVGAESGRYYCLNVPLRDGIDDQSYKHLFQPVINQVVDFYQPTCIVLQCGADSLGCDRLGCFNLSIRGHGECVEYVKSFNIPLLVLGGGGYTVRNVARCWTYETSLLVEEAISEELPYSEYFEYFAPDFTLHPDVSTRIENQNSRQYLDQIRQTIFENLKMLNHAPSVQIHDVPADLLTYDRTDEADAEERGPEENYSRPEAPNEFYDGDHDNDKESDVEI
# KLF5 inhibitor – kruppel-like factor 5 inhibition; 290,000 tested, 0.23% active; inhibition, % at 5 µM; DLD-1 KLF5 promoter-luciferase reporter, luminescence; AID 1700;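 active = inhibition above a per-plate limit of that plate's mean compound inhibition plus 3 SD, cut at about 60% in these data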;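 note: 0% = DMSO wells and 100% = LY294002 at 200 µM; higher means less KLF5 promoter-driven luciferase light; inactives centre near -14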
# aSyn 5UTR inh – 5' untranslated region of α-synuclein, MLPCN primary screen; 300,000 tested, 0.82% active; inhibition, % (tested at 7.5 µM); alpha-synuclein 5'UTR reporter, inhibitor activity; in the data active = inhibition above about 60%; inconclusive = no clear call, values can overlap the other calls;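 note: H4 neuroglioblastoma cells stably carrying SNCA 5'UTR luciferase fusion; 0% = DMSO wells and 100% = positive control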
# HSP90 inh – blocks HSP90-mediated luciferase refolding in reticulocyte lysate; Rabbit reticulocyte lysate, luciferase refolding luminescence, 3 h; inhibition, % at 5.6 µM; 290,000 tested, 0.91% active; AID 1789;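 active = inhibition above the screen-wide mean plus 3 SD, computed separately per campaign, cut at about 16% in these data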;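 note: 0% = DMSO wells and 100% = 60 µM geldanamycin wells; inhibitors lower the luminescence because luciferase stays unfolded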
# HIF activator – HIF pathway transcriptional activation. U2OS HRE-luciferase reporter, luminescence; normalized: DMSO 0%, desferrioxamine 100%. activation, % at 7.5 µM (by protocol). 300,000 tested, 0.32% active. AID 1910;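 active = mean activation of at least 10% of the iron chelator positive control signal, with at least half of replicates also reaching 10%; inconclusive = mean and replicate majority disagree about reaching 10%; inactive = mean and most replicates under 10%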
# IEC-6 cytotox – counter-screen for KLF5 inhibitors: cytotoxicity in IEC-6 cells; IEC-6 cytotoxicity, luminescence viability; inhibition, % at 5 µM; 290,000 tested, 0.78% active; AID 1825; in the data active = inhibition above about 22%;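 note: 0% = plate median of test compound wells and 100% = cytotoxic reference compound wells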
# HSF1 inhib – HSF1 inhibition | NIH3T3-HGL HSE-luciferase, MG132-induced, luminescence 8 h; stronger effect = lower value | activity change, negative = inhibition, % at 7.5 µM (by protocol) | 300,000 tested, 0.77% active;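 active = more than half of replicate wells show activity change below -50%, luminescence cut by over half; inconclusive = some wells, but at most half, below -50%; inactive = no replicate well below -50%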;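 note: luciferase reports HSF-1 transcriptional activity via heat shock element; 0% = median of DMSO wells and -100% = zero luminescence signal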
# AI-2 QS modul – modulators of Vibrio harveyi AI-2 quorum sensing system; Vibrio harveyi JMH597 AI-2 luminescence/OD600 ratio, 9 h; stronger effect = lower value; strain lacks LuxN and CqsS sensors; 0 = neutral-control median; activity change, % at 7.5 µM; 300,000 tested, 0.4% active; in the data active = activity change below about -75%, passing the limit was not always enough; inconclusive = no clear call, values can overlap the other calls;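 note: luminescence divided by OD600 gain over 9 h not by final OD600 alone; inactives centre near 13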
# The depositor's hits bear a star; ? = inconclusive; / = no result given.
SMILES,HSF-1 act,Platelet DG rel,HDAC3 inhib,KLF5 inhibitor,aSyn 5UTR inh,HSP90 inh,HIF activator,IEC-6 cytotox,HSF1 inhib,AI-2 QS modul
O=S(=O)(NCC(c1ccc2c(c1)OCO2)N1CCN(c2ccccc2)CC1)c1ccccc1 (centres undefined),-5,8,7,/,11,/,0.1,/,-3,18
O=C1C=C(c2ccc(F)nc2)CCC1,-1,-2,-1,/,-3,/,-0.2,/,-1,16
COC(=O)C1=C(C)N(Cc2ccccc2)C(=O)N[C@H]1c1ccc(Br)cc1,9,-8,9,/,14,/,0.3,/,1,13
Clc1cccc(C2=NOC(c3nnc(-c4ccccc4)o3)C2)c1 (centres undefined),-10,0,0,/,-3,/,0.2,/,3,?
O=C(O)CCNC(=O)C12CC3CC(CC(C3)C1)C2,-5,3,-2,-24,-7,3,0.2,5,-5,22
COc1ccccc1C(=O)NC(=S)Nc1ccccc1N1CCCC1,-63,-10,-4,-47,7,1,0.7,5,-58*,40
CN(CCO)CC(O)CN(c1ccccc1)c1ccccc1 (centres undefined),1,-1,-4,-2,5,5,0.2,-5,-2,13
Cc1ccc(N2CN(CCc3ccccc3)CNC2=S)cc1,/,/,-6,6,/,0,/,2,/,8
Cc1ccccc1OCCC(=O)Nc1ccc(S(=O)(=O)N(C)C2CCN(C)CC2)cc1,9,6,1,/,2,/,0.0,/,4,-7
COc1ccc(CN(Cc2ccc(C(=O)O)cc2)C(=S)Nc2cccc(C)c2)cc1OC,-1,7,-1,-26,17,1,-0.5,7,-8,15
Cn1ccnc1-c1nnn(-c2ccc(F)cc2)n1,14,18,7,/,-90,/,2.6,/,9,7
Cc1ccc(N2C(=O)C(Cl)=C(N3CCCCCC3)C2=O)c(C)c1,-11,17,-3,-25,8,-1,0.8,-2,-12,-1
COc1ccc(/C(O)=C2/C(=O)C(=O)N(CCN(C)C)C2c2ccc(OC)c(OC)c2)c(C)c1 (centres undefined),1,22,10,18,8,-1,0.2,-4,7,14
Cc1ccc(OC(=O)c2sc(Cl)nc2C)cc1C,-4,-49,1,5,-14,-5,0.2,0,-2,1
COC(=O)C1=C(O)/C(=C\c2sccc2C)N=C1C,-21,7,4,-1,13,3,0.4,2,-9,11
CCC1=NN2C(=N)/C(=C\c3cccn3-c3ccc(OC)cc3)C(=O)N=C2S1,-11,3,2,-1,-9,3,0.1,10,5,1
CCOCCCNC(=O)CN1C(=O)NC(Cc2c[nH]c3ccccc23)C1=O (centres undefined),30,-5,2,-1,1,0,-0.6,-2,7,15
O=C1CCCc2c1cc(C(=O)NCCCN1CCOCC1)c(=O)n2-c1ccc(Cl)cc1,-2,3,-8,3,1,4,0.2,-2,1,17
O=C(c1ccccc1)N1CCC(O)(c2cccnc2)CC1,-5,-1,1,-4,12,-2,-0.6,-3,1,/
CN(Cc1ccccc1)C(=O)COC(=O)c1ccccc1NS(=O)(=O)c1cccc(N)c1,13,2,/,-20,-28,-7,-0.5,-12,-3,19

# Some of the entries so far, with two lines to a compound:
# The line under a structure holds: HSF-1 act	Platelet DG rel	HDAC3 inhib	KLF5 inhibitor	aSyn 5UTR inh	HSP90 inh	HIF activator	IEC-6 cytotox	HSF1 inhib	AI-2 QS modul
CN(CCO)CC(O)CN(c1ccccc1)c1ccccc1 (centres undefined)
→ 1	-1	-4	-2	5	5	0.2	-5	-2	13
Cc1ccc(N2CN(CCc3ccccc3)CNC2=S)cc1
→ /	/	-6	6	/	0	/	2	/	8

# Remaining list, next part:
SMILES,HSF-1 act,Platelet DG rel,HDAC3 inhib,KLF5 inhibitor,aSyn 5UTR inh,HSP90 inh,HIF activator,IEC-6 cytotox,HSF1 inhib,AI-2 QS modul
Cc1ccc(S(=O)(=O)N2CCN(CC(=O)Nc3ccc(N4CCOCC4)cc3)CC2)cc1C,2,-2,-2,-9,13,-3,-0.3,0,1,9
CN(C)CCCN(C(=O)c1cccs1)c1nc(-c2ccccc2)cs1,/,/,6,-62,/,0,/,4,/,/
Cn1c(SCC(=O)N(Cc2ccccc2)C(C)(C)C)nc2ccccc21,5,-12,5,-41,6,1,-0.3,2,3,17
Cc1ccc(CNC(=O)CSc2nnc3c(n2)[nH]c2ccccc23)cc1,-33,-1,-1,-21,-6,1,-0.2,0,-15,27
CO/N=C(/CNC(=O)c1ccc(F)cc1)c1ccc(Cl)cc1,-3,5,-7,-30,-8,0,-0.2,-4,3,13
Cc1cccc(N2CCN(Cc3nc(C4CC4)no3)CC2)n1,5,0,/,-14,14,10,1.1,-1,5,4
Cc1ccccc1NC(c1cccc(Cl)c1)c1nnnn1C1CCCCC1 (centres undefined),-3,-7,-1,-13,9,1,-0.1,-2,-4,17
CCc1nc2sc3ccccc3c(=O)c2c(=O)n1Cc1ccc(OC)cc1,-64,-6,-2,-22,7,3,0.3,-1,-65*,9
O=[N+]([O-])c1ccc(N=Cc2ccc(Br)c([N+](=O)[O-])c2)cc1,33,-14,0,19,-14,-4,?,-7,21,41
CCC(C)NC(=O)CCCc1ccccc1 (centres undefined),25,-16,8,-38,-64,2,1.0,-5,7,22
O=c1c2sccc2nc(SCc2cc(=O)n3cc(Cl)ccc3n2)n1Cc1ccccn1,25,0,2,0,-61,1,1.6,1,10,17
CCC(CO)N=CC1=C(O)C(C(=O)c2ccccc2)CCC1=O (centres undefined),/,/,-3,10,/,1,/,4,/,/
CC(=O)Nc1nonc1NC(=O)CSc1ccccn1,-6,4,-1,8,8,7,0.1,7,-2,13
COc1ccc(N(CC(=O)NCCC2=CCCCC2)S(=O)(=O)c2ccccc2F)cc1,13,-9,5,-2,6,3,0.0,2,-2,13
COC(=O)CCCC1=CC2=CC(=O)C(C)(OC(=O)c3cccs3)C(=O)C2=CN1C1CCCC1 (centres undefined),10,2,4,/,23,/,-0.3,/,-3,12
CCOc1ccccc1/C=C/c1onc(C)c1S(=O)(=O)N1CCC(C(=O)NC)CC1,6,0,3,-7,3,-6,0.1,-2,7,22
COc1cc(OC)c(S(=O)(=O)Nc2ccc(C(=O)N3CCCC3)cc2)cc1NC(C)=O,-26,-3,3,-16,4,-2,-0.1,4,-13,-2
CCCCC[C@H]1CN(CCCC)C(=O)[C@@H]1CC(=O)NCc1ccc(OC)cc1,-8,4,9,0,-12,-7,-0.3,-2,-7,2
O=C(NCc1cccnc1)c1cccc(S(=O)(=O)N2CCCC2)c1,1,-10,-4,-9,-33,1,-0.8,5,-2,-11
Cn1c(-c2sc3cc(C(F)(F)F)cnc3c2-c2ccccn2)n[nH]c1=S,-4,-1,5,-12,-5,-1,0.2,2,-5,10
O=C(NCCCN1CCCC1=O)c1cccc(NS(=O)(=O)c2ccccc2)c1,-2,-3,10,/,6,/,-1.3,/,1,18
S=C(NCCc1ccccc1)N/N=C/c1ccc(Cl)cc1,7,-9,2,13,0,8,0.7,14,2,8
COc1cc2cc(CN(CCO)S(=O)(=O)c3ccccc3Cl)c(=O)[nH]c2cc1OC,2,?,-5,-19,-13,6,-0.7,3,-5,-4
Cc1c(C(=O)OCC(=O)Nc2ccc(C(N)=O)cc2)cccc1[N+](=O)[O-],6,-1,9,3,11,3,-0.6,-8,-9,15
Clc1cccc(-c2nnc3n2CCCCC3)c1,-9,-1,-1,4,15,3,0.1,3,0,25
Cc1sc2ncnc(N3CCC(C(=O)NNC(=O)COc4cccc(C(F)(F)F)c4)CC3)c2c1C,-26,-8,10,/,10,/,-0.1,/,-11,39
CSc1ccc(CN2CCC(n3nccc3NC(=O)CCCc3ccccc3)CC2)cc1,-6,-3,1,-44,-39,-2,0.5,-6,0,8
O=C(Nc1cccc(NC(=O)c2ccc(-c3ccc(Br)cc3)o2)c1)c1ccco1,12,-2,0,-47,-95,5,1.9,5,2,24
COc1ccc(Cl)cc1NC(=O)CN(C)C(=O)CNC(=O)C12CC3CC(CC(C3)C1)C2,0,-6,3,-10,10,3,-1.0,5,-7,21
CC(OC(=O)c1nc(Cl)ccc1Cl)C(=O)c1ccccc1 (centres undefined),-7,-5,5,/,-12,/,-0.4,/,-1,14
O=C(NCc1cccnc1)Nc1ccc(Br)cc1Cl,0,-6,-4,-40,3,-2,-0.1,4,-2,16
Cc1cc(C(=O)CSc2nnc(-c3cccs3)n2Cc2ccccc2)c(C)n1C,-20,6,2,-17,-3,1,0.5,2,-8,10
CC1CCCN(c2ncnc3c2cnn3-c2ccc(Cl)cc2)C1 (centres undefined),-92,-3,-5,/,98*,/,-2.6,/,-90*,25
Cc1sc(NC(=O)/C=C/C(=O)O)c(C(N)=O)c1-c1ccc(C(C)(C)C)cc1,10,-5,6,-48,-19,-5,-0.1,6,11,38
CCn1c(SCC(=O)N2c3ccccc3Sc3ccccc32)nc2c1c(=O)n(C)c(=O)n2C,-9,17,4,/,22,/,-0.4,/,-8,14
c1ccc2nc(N3CCOCC3)cnc2c1,3,-10,1,-38,-50,-2,0.2,-6,3,12
Cc1ccc(S(=O)(=O)CC(CN2CCCCC2)N2CCCCC2)cc1 (centres undefined),20,-1,/,-10,-25,1,-0.3,-2,12,10
N#Cc1ccc(-c2ccc(OCC(O)CN3CCCCC3)cc2)cc1 (centres undefined),10,4,-46,-39,8,-2,-1.2,-6,0,27
CC1CCN(C(=S)c2ccc(O)cc2)CC1,20,-9,1,-17,-3,-3,0.1,-7,-1,9
CCOC(=O)c1c(-c2ccccc2)nc2c(C)cccn12,29,5,0,3,9,-4,-0.1,-4,-3,-1
O=C(NCc1cccc(Br)c1)C1CC2Cn3c(nc4ccccc43)C2N1Cc1ccccc1 (centres undefined),15,1,-4,/,15,/,0.2,/,3,19
Cc1ccc(NC(=O)CNC(=O)c2cccc(Cl)c2)nc1,21,-31,-1,/,-33,/,1.1,/,4,2
COc1ccc(/C=C/C(=O)Nc2cccc(N3CCOCC3)c2)cc1OC,-7,-7,4,-6,12,6,0.1,9,-12,12
CC(Oc1ccc(Cl)cc1)C(=O)/C=C/N(C)C (centres undefined),54*,7,8,-20,8,-8,-0.7,-14,11,23
CC1CCCCN1S(=O)(=O)c1ccc2c(c1)oc(=O)n2CC(=O)O (centres undefined),2,5,0,-26,6,4,0.2,2,-3,19
COc1ccc(C(CCN2CCOCC2)c2c(OC)cc(OC)c3c(C)cc(=O)oc23)cc1 (centres undefined),-9,14,-1,/,22,/,-0.2,/,15,-8
CS(=O)(=O)N1CC2CCCN2c2cc(C(F)(F)F)ccc21 (centres undefined),7,-6,-1,-6,36,-1,-0.5,7,4,-2
COc1ccc(C(=O)N(CCCO)Cc2cc3c(C)ccc(C)c3[nH]c2=O)cc1OC,-1,-2,/,-16,19,1,0.2,1,0,6
O=C(NCc1ccccc1Cl)c1nnc(CS(=O)(=O)c2ccccc2)o1,6,0,-2,-17,0,0,-0.2,5,3,25
C=C(C)Cn1c(CCNC(=O)CC)nc2ccccc21,-4,-1,-2,-28,-5,-2,1.7,0,-5,16
CC(C)(C)NC(=O)CON=C1c2ccccc2-c2ccccc21,/,2,3,-15,31,-5,/,-11,/,14
COCCN(C(=S)Nc1cc(C)cc(C)c1)C(C)c1cccs1 (centres undefined),/,-4,2,-24,-9,-1,/,4,/,13
CC1=C[C@H]2OC(=O)[C@@H](C)[C@H]2C[C@@H]2[C@H]1C[C@@H](O)[C@@]2(C)O,1,-7,-10,/,-27,/,-3.7,/,2,4
